Assay outcomes as filed in PubChem BioAssay.
mcGAS MS inh: inhibitors of Mus musculus cyclic GMP-AMP synthase, initial high-throughput assay, cell-free, RapidFire MS; inhibition, % at 12.5 µM; Q8C6L5; 130,000 compounds, 0.18% hits; recombinant mouse cGAS, cGAMP by RapidFire MS;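 active = inhibition of cGAS enzyme activity at or above 60%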;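 also: enzyme stimulated by 45 bp dsDNA with ATP and GTP substrates; cGAMP share of summed cGAMP plus half ATP and half GTP signals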
Target sequence (Q8C6L5 whole entry, looked up): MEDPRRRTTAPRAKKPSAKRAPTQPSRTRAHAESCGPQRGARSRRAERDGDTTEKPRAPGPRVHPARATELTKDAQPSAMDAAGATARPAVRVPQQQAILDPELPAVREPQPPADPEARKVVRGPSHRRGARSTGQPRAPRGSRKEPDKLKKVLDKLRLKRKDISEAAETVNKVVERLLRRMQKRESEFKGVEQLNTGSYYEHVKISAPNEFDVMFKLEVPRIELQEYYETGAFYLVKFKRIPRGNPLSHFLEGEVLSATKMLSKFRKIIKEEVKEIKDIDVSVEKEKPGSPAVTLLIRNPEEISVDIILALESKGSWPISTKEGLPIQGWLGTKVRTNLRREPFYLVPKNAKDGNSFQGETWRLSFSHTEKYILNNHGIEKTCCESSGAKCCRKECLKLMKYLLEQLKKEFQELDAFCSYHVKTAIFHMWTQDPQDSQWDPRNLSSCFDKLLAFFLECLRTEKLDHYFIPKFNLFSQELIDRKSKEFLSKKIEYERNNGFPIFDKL
Numbers without * were called inactive; & = joins results of further samples. An excerpt. The share of hits here may be higher or lower than overall.

| SMILES | mcGAS MS inh |
| --- | --- |
| CCSCCC(NC1=CC(=O)CC(C)(C)C1)C(=O)O (configuration not stated) | 10 |
| Cc1cccc(Nc2ccncc2S(=O)(=O)NC(=O)NC(C)C)c1 | -7&2&6 |
| CCN(CC1CCOC1)C(=O)Nc1ccn(CCc2ccncc2)n1 (configuration not stated) | -4 |
| COc1ccc(Nc2nccc(NCCO)n2)cc1 | -7 |
| O=C(Oc1ccc(-c2nnco2)cc1)C1=CC=CN2CCS(=O)(=O)N=C12 | 2 |
| CCc1cccc(CC)c1-n1c(CNC(=O)c2cccs2)nnc1SCC(=O)Nc1nnc(C)s1 | 1 |
| CN(Cc1csc(-c2ccccc2)n1)Cc1nc(CC2CC2)no1 | -12 |
| Cc1cc(C(=O)N/N=C2\CC(=O)c3ccccc32)c(C)o1 | 17 |
| CCOc1ccc(N2CCN(C(=O)C3CC3)C(C)C2=O)cc1 (configuration not stated) | 0 |
| CNC(=S)N1CCn2cccc2C1c1cc(OC)c(OC)c(OC)c1 (configuration not stated) | -4 |
| c1ccc2c(-c3nc4ccccn4c3Nc3ccc4c(c3)OCO4)c[nH]c2c1 | 6 |
| NC(=O)NN=Cc1cc(Br)cc(Br)c1O | 53 |
| Cc1c(C#N)c2nc3ccccc3n2c(=O)c1=CNc1ccc(F)cc1 | 19 |
| Cc1ccsc1CN(CCN(C)C)Cc1c(C)nn(C)c1Cl | -8 |
| O=c1[nH]cccc1-c1csc2ccccc12 | -15 |
| CN(Cc1cnn(C)c1)C(=O)CCCn1nnnc1CN1CCc2ccccc2C1 | -2 |
| O=C(c1ccc(Cl)cc1)N1C[C@H](O)[C@@H](N2CCN(c3ccccn3)CC2)C1 | -3 |
| CCc1ccc(C(=O)Cn2nc(C)cc(-c3nc(C)cs3)c2=O)cc1 | -25 |
| CN(C)CC/C=C1\c2ccccc2COc2ccccc21 | -12 |
| CCOC(=O)c1sc(=NC(=O)c2ccc(S(=O)(=O)N(C)Cc3ccccc3)cc2)n(C)c1C | -4 |
| O=C(c1cc2ccccc2s1)N1C[C@H](O)[C@@H](N2CCOCC2)C1 | -2 |
| Cc1cccnc1CN1CCN(Cc2ccc(-c3ccccc3)nc2)CC1 | -13 |
| COC(=O)c1ccc(-c2noc(CN3CCCCC3c3nccs3)n2)cc1 (configuration not stated) | 0 |
| Cc1ccc(-c2cn(S(=O)(=O)c3cccc([N+](=O)[O-])c3)nc2N)cc1 | -26 |
| O=C(CSCc1ccccc1Cl)NC1CCNCC1 | -8 |
| O=S(=O)(NNc1c(F)c(F)c(F)c(F)c1F)c1cc(Cl)ccc1Cl | 7 |
| COc1ccc(CN(C)Cc2ncc[nH]2)c2cccnc12 | -13 |
| Cc1ccc(OCc2nnc(SCC(=O)O)n2N)cc1 | -4 |
| CC(C(N)=O)N1CCC(c2nc3cc(Cl)ccc3s2)CC1 (configuration not stated) | -11 |
| CCOC(=O)C1(C)CCCN1C(=O)c1sccc1C (configuration not stated) | -6 |
| Cc1ccsc1CNc1ccccc1C(=O)N1CCCC(CCN)C1 (configuration not stated) | 7 |
| Cc1cc(C(=O)Nc2ccc(C(=O)N3CCOCC3)c(Cl)c2)c(C)o1 | -1 |
| CCOC(=O)CN1N=C(C)Cn2c1nc1c2c(=O)n(C)c(=O)n1C | -6 |
| CCC(C)N=C1SCC(c2cc(C)n(-c3ccc(OC)cc3)c2C)=NN1C (configuration not stated) | -2 |
| Cn1ccc(C(=O)Nc2nc(-c3ccc4c(c3)CCO4)cs2)cc1=O | -7 |
| Cc1csc(NC(=O)c2sc3nc4c(cc3c2N)N2CCC4CC2)n1 | -3 |
| Cn1cc(C(=O)N=Nc2c(O)[nH]c3ccc(Br)cc23)ccc1=O | 4 |
| O=C(O)c1c(S(=O)(=O)NCCC2=CCCCC2)sc2c1CCNC2 | -4 |
| Cc1oc(-n2c(C)cc(C=C(C#N)c3ccc4c(c3)OCO4)c2C)c(C#N)c1C | 6 |
| CNC(=O)[C@@H]1C[C@@H](N)CN1C(=O)c1nc2cccc(C)n2c1F | -16 |
| Cc1ccc(S(=O)(=O)N(C)C2(C)CCS(=O)(=O)C2)cc1C (configuration not stated) | 6 |
| O=C(CN1C(=O)C2C3C=CC(C3)C2C1=O)N1CCN(c2ncccn2)CC1 (configuration not stated) | -48 |
| CC(C)(C)n1nc2c(c1NC(=O)C1CCCC1)CS(=O)(=O)C2 | -11 |
| Cc1cc(C)c2c(c1)C(=NNc1ccc(C(F)(F)F)cn1)CCC2 | 1 |
| CC(C)(C)c1nc2cc(NC(=O)CNC(=O)c3ccco3)ccc2o1 | 0 |
| CC1CCCC(C)N1C(=O)CN(Cc1ccccc1)CC(F)F (configuration not stated) | -13 |
| CN(CCOc1ccc(Cl)cc1)C(=O)Cc1ccc2c(c1)OCCO2 | -6 |
| COC(=O)C1C(=O)c2c([nH]c(C(=O)OC(C)C)c2C)CC1C (configuration not stated) | -8 |
| Cc1ccc(-n2cnnc2SCC(=O)OCc2cnn(-c3ccccc3)c2)cc1Cl | -3 |
| c1ccc(-c2n[nH]c(C3CC3)n2)c(-c2nn[nH]n2)c1 | 15 |
| Cc1noc(C)c1CCC(=O)NCc1cccnc1N1CCCC(O)C1 (configuration not stated) | -10 |
| COc1cccc(-c2nc(C(F)(F)F)nc(C)c2C)c1F | 6 |
| Nc1cccc(CCC(F)(F)F)c1 | 5 |
| Fc1ccc(Cn2c3[n+](c4ccc(C(F)(F)F)cc42)CCCCC3)cc1 | -12 |
| CCN(CC)S(=O)(=O)c1ccc(NC(=O)CN2c3ccccc3CC2C)cc1 (configuration not stated) | -18 |
| FC(F)(F)c1ccc2c(c1)n(Cc1ccc(Cl)cc1Cl)c1[n+]2CCCCC1 | 3 |
| O=C(c1ccc(-n2ccnc2)cc1)N1CCCC(Nc2ccc3c(c2)OCCO3)C1 (configuration not stated) | -8 |
| CS(=O)(=O)N1CCOC(Cn2cnc3sc4c(c3c2=O)CCNC4)C1 (configuration not stated) | -24 |
| C=CCNC(=O)CN1CCN(Cn2nc3ccccn3c2=S)CC1 | 2 |
| O=C(O)CCCCCN1C(=O)C2CC=CCC2C1=O (configuration not stated) | 8 |

Remaining list, next part.
| SMILES | mcGAS MS inh |
| --- | --- |
| CCCCOc1ccc(-c2nc(C=NCc3ccccc3)c(O)o2)cc1 | -13 |
| Cc1ccccc1NC(=O)Cc1nc(CN2CCCC2)cs1 | -1 |
| CCN(CC)CCCC(C)Nc1ccnc2cc(Cl)ccc12 (configuration not stated) | -8&0&7 |
| O=C(Nc1ccc(-n2cnnn2)cc1)C1=Cc2cc(Cl)ccc2OC1 | -1 |
| O=C(Nc1cccc2nsnc12)c1ncn[nH]1 | 1 |
| O=C1CSC(=S)N1Cc1ccco1 | -4 |
| CN(Cc1nc2ccccc2s1)C(=O)c1cccc(Cn2cccn2)c1 | -2 |
| CCc1[nH]c2ccc(CNC(=O)c3cccnc3N3CCOCC3)cc2c1C | 4 |
| CC(=O)Nc1cccc(-c2ncc(C(F)(F)F)cc2Cl)c1 | -11 |
| Cn1cnc2cc(C(=O)N3CCNCC3C(=O)N3CCCC3)ccc2c1=O (configuration not stated) | -5 |
| CC1(c2ccc(Cl)cc2)NC(=O)N(CC(=O)N2CCNC2=O)C1=O (configuration not stated) | -5 |
| O=C1NCCCCC1Sc1nc2scc(-c3ccc(F)cc3)c2c(=O)[nH]1 (configuration not stated) | -19 |
| COc1cc(/C=C/c2nc(C(=O)O)ccc2C#N)cc(OC)c1OC(F)F | 2 |
| O=C(O)c1cccc(C2OCCO2)c1 | 3 |
| Cc1cc(=O)[nH]c(-n2nc(C)c(CCC(=O)NCc3ccccc3)c2C)n1 | 0 |
| C=c1ccccc1=c1[nH]/c(=C\C(Cl)=C\c2ccccc2)c(=O)o1 | 18 |
| O=C(c1ccc2cc[nH]c2c1)N1CCCC(CCc2ccccc2C(F)(F)F)C1 (configuration not stated) | 6 |
| Cc1ccc(NC(=O)CCCn2c(=O)oc3ccccc32)c(C)c1 | -8 |
| CC1C(=O)N(c2ccc(Cl)c(Cl)c2)CCN1C(=O)Nc1ccccc1 (configuration not stated) | -3 |
| CSc1cccc(NC(=O)COC(=O)c2ccc(N(C)C)c([N+](=O)[O-])c2)c1 | -9 |
| CSc1nc2ncc3c(=O)n(C4CCCC4)ccc3n2n1 | -11 |
| O=S(=O)(CCO)Cc1ccc(OC(F)F)cc1 | -4 |
| CC(CS(C)(=O)=O)N(C)c1cccc(C(F)(F)F)n1 (configuration not stated) | 9 |
| Cc1nc(Nc2ccccc2F)sc1C(=O)Nc1ccccc1 | 6 |
| CCOC(=O)CC1=Nn2c(nnc2-c2cccs2)SC1 | 9 |
| CCOc1ccc2c(c1)CC(C(=O)C(C#N)c1ccccn1)CO2 (configuration not stated) | -11 |
| CCC/C=C/c1ncccc1C(=O)N1CCCC1 | -2 |
| CCC(OC1CCCC(C)C1)C(=O)NC(C(N)=O)C(C)C (configuration not stated) | 2 |
| CCOc1cc(C=C2N=C(c3ccccc3F)OC2=O)ccc1OCC(=O)N1CCCCC1 | -9 |
| COc1cc(Cn2nc(C(C)C)c3cnn(C(C)(C)C)c3c2=O)cc(OC)c1 | -8 |

Following part
compound | mcGAS MS inh
CNS(=O)(=O)c1ccc(Sc2nnc3ccccn23)c([N+](=O)[O-])c1 | 4
CN(C)C=Nc1ccc(Br)cn1 | -26
CC(OC(=O)CSCCc1ccccc1)C(=O)Nc1ccc(S(=O)(=O)N2CCOCC2)cc1 (configuration not stated) | 0
Cc1nc2c(c(=O)c3ccccc3n2C)c(=O)n1-c1ccccc1 | -8
Cc1nn2c(ncc3c(=O)n(-c4ccccc4C#N)ccc32)c1-c1ccc(F)cc1 | -5
O=C(c1cc2cc(Cl)ccc2oc1=O)N1CCCc2ccccc21 | -2
CCC(=O)Nc1ccc(NC(=O)c2nc(C(C)C)cs2)cc1Cl | -21
CC(C)NC(=O)CN1CCN(C(=O)CN2C(=O)C(Oc3ccccc3)C2c2ccccc2)CC1 (configuration not stated) | -9
Cc1ccc(S(=O)(=O)NNC2=C3OC[C@@H](O3)[C@@H](N3C(=O)c4ccccc4C3=O)C2)cc1 | -4
COC(=O)c1ccc(C2c3c(oc4cc(C)c(Cl)cc4c3=O)C(=O)N2C)cc1 (configuration not stated) | -7
Cc1ccc(-n2c(C)cn3c4c(=O)n(CCN5CCOCC5)c(=O)n(C)c4nc23)cc1C | -4
CCOc1ccc(-n2nnc3c(=O)n(Cc4ccc(C)cc4)cnc32)cc1 | 6
O=C(CCn1cncn1)N1CCCC(Nc2ccc3c(c2)OCCO3)C1 (configuration not stated) | -7
CCc1nc(C)cn1S(=O)(=O)c1ccc(OC)c(C)c1 | -13
CS(=O)(=O)c1ccc2c(c1)CCCN2Cc1cccc2cccnc12 | -2
COC(=O)c1c(C)[nH]c(C(=O)NCc2ccccc2CN2CCCC2)c1C | -4
COc1ccc(NC(=O)c2sc(=O)n(Cc3cccc(C(F)(F)F)c3)c2C)cc1OC | 1
CC1CN(CC(=O)Nc2ccc(Cl)c(S(=O)(=O)N3CCCCC3)c2)CC(C)O1 (configuration not stated) | -6
CC(C)N(C)Cc1nnnn1CC(=O)N1CCN(c2ccccc2F)CC1 | 4
COc1ccc(C2C3C(C)=NN=C3CC(C)(O)C2C(C)=O)cc1 (configuration not stated) | -7
COc1ccc(CN(C)C(=O)Nc2c(C)n(C)n(-c3ccccc3)c2=O)c(OC)c1 | -1
Cc1cn(CCNC(=O)c2cccc(NCc3sccc3C)c2)nn1 | -7
CCOC(=O)Cn1c(=NC(=O)C2=COCCO2)sc2cc(C(=O)OCC)ccc21 | -6
O=C(O)c1cc2occc2n1Cc1ccc(F)cc1F | -4
COc1cc(C=C2N=C(c3ccc(Cl)cc3)OC2=O)ccc1OCC(=O)N1CCOCC1 | -11
CCSc1nc(CC(=O)NCc2ccc(CC)cn2)cs1 | -20
CC(O)CN(c1ccccc1)S(=O)(=O)C1=Cc2ccccc2CC1 (configuration not stated) | -13&4
O=C(CNC(=O)c1cccc(F)c1)Nc1nc2cc3c(cc2s1)OCCO3 | -3
O=C(O)c1ccc(C=Nc2ncn[nH]2)cc1 | -11
COCC(C)NC(=O)Nc1ccc(Oc2ccncc2)cc1 (configuration not stated) | 0

Copied from the results shown (3 entries):
compound | mcGAS MS inh
COC(=O)c1ccc(C2c3c(oc4cc(C)c(Cl)cc4c3=O)C(=O)N2C)cc1 (configuration not stated) | -7
Cc1ccc(-n2c(C)cn3c4c(=O)n(CCN5CCOCC5)c(=O)n(C)c4nc23)cc1C | -4
CCOc1ccc(-n2nnc3c(=O)n(Cc4ccc(C)cc4)cnc32)cc1 | 6

Later entries:
compound | mcGAS MS inh
c1cc(CN2CCC3(CCOCC3)CC2)ccn1 | -34
CC(C)NC(=O)CNc1cccc(Cl)c1 | -20
O=C(Nc1ccccn1)c1cccnc1Nc1cc(Cl)cc(Cl)c1 | 22
CN(Cc1nc(-c2cnccn2)no1)Cc1cccc2ccccc12 | -13
COCC(=O)N(C)C(C)(C(=O)OC)c1ccc(Br)cc1 (configuration not stated) | 0
COC(=O)C(C(=O)OC)C(C)(C)C(C(=O)OC)C(=O)OC | -6
Cc1c(C(=O)NCC(c2cccc3ccccc23)N2CCCC2)cccc1[N+](=O)[O-] (configuration not stated) | -5
Cc1n[nH]c(C)c1CCCCCOc1cccc(Cl)c1 | -2
O=C1CN(N=Cc2ccc(-c3ccc([N+](=O)[O-])cc3)o2)C(=O)N1 | -15
CC1CCC(C(C)C)C(OC(=O)Cn2c[n+](C)c3ccccc32)C1 (configuration not stated) | -44
Cc1ccsc1C=NNC(=O)OC(C)(C)C | 0
Fc1ccc(CSc2nn3cnnc3s2)cc1 | 2

Four entries from above in a different format:
COCC(=O)N(C)C(C)(C(=O)OC)c1ccc(Br)cc1 (configuration not stated)
  mcGAS MS inh: 0

CC(C)NC(=O)CNc1cccc(Cl)c1
  mcGAS MS inh: -20

Cc1ccsc1C=NNC(=O)OC(C)(C)C
  mcGAS MS inh: 0

CC1CCC(C(C)C)C(OC(=O)Cn2c[n+](C)c3ccccc32)C1 (configuration not stated)
  mcGAS MS inh: -44
